GIRK2 act: Activators of human GIRK2-containing channels. P48051. 34,000 tested, under 10 active. HEK293 GIRK2/NPY4 cells, thallium flux fluorescence. activation (% efficacy), % for hits at 37.5 µM;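 active = primary screen hit, no activity in plain HEK293 cells, and in GIRK2-only cells above 5% efficacy rising with concentration; inactive = the rest, including fluorescent compounds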;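 note: efficacy is normalized control-subtracted fluorescence 15 s after thallium addition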
Target sequence (P48051 whole entry, looked up): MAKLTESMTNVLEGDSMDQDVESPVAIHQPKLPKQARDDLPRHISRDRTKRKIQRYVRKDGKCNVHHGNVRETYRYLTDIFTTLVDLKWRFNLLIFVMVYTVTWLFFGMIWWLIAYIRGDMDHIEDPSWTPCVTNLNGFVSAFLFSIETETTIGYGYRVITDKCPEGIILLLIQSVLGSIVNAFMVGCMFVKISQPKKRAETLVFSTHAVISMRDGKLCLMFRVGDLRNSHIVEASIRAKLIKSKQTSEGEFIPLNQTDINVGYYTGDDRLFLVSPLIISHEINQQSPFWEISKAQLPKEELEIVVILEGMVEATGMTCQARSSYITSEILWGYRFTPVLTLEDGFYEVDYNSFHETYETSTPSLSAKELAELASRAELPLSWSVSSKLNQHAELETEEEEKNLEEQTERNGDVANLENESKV
Calls only; i = inactive. Some of the compounds tested; the hit share may differ from the screen's.

| Structure | GIRK2 act |
| --- | --- |
| COc1ccccc1NC(=O)Nc1ccc2c(c1)N(C(=O)c1ccccc1)CCC2 | i |
| COc1ccc(S(=O)(=O)N2CCC(C(=O)Nc3nnc(-c4ccc(C)c(C)c4)o3)CC2)cc1 | i |
| Cn1nc(C2CCCN(C(=O)Cn3c(=O)oc4ccccc43)C2)n(-c2ccccc2)c1=O (configuration not stated) | i |
| Cc1c(C)n2c3c(=O)n(C)c(=O)n(C)c3nc2n1CC(O)CO (configuration not stated) | i |
| CC(C)(C)c1cc(-n2ccnc2)n2ncc(-c3ccc(Cl)cc3)c2n1 | i |
| CCc1ccc(C(=O)NCCNc2ccc(C)nn2)cc1 | i |
| CC(C)n1c(C2CCCN2)nc2ccccc21 (configuration not stated) | i |
| CCOC(=O)c1ccccc1NC(=O)CN1CC(c2nc(-c3cccc(C(F)(F)F)c3)no2)C1 | i |
| Cc1ccccc1C(=O)N1CCN(c2ncnc3c2nnn3C)CC1 | i |
| Cc1nc2ccccc2c(=O)n1-c1ccc(F)c(NC(=O)COc2ccccc2)c1 | i |
| N#Cc1ccc(COCC2CCN(C(=O)c3ccc4ncsc4c3)CC2)cc1 | i |
| O=C1NC(=O)C2(CCN(C(=O)c3cccs3)CC2)N1 | i |
| CCOC(=O)c1cccc(NC(=O)Cn2nc(SC)c(S(=O)(=O)c3ccc(C)cc3)c2N)c1 | i |
| O=S(=O)(NCC1CCN(Cc2cccs2)CC1)c1cccs1 | i |
| Cc1ccccc1C(=O)N1CCC2(CC1)NC(=O)N(CCOc1ccccc1)C2=O | i |
| Cc1nc2ccccc2n1CC1CCN(C(=O)NCc2cccs2)CC1 | i |
| COc1ccccc1CNC(=O)Cc1csc(NC(=O)c2ccc(=O)[nH]c2)n1 | i |
| O=C(Cc1cc(-c2ccc3c(c2)OCCO3)on1)N1CCN(c2ccccc2F)CC1 | i |
| COC(=O)c1ccc(NC(=O)C(=O)NCC(c2cccn2C)N(C)C)cc1 (configuration not stated) | i |
| CSc1ccccc1CN1CCC(CNC(=O)C2CCN(S(C)(=O)=O)CC2)CC1 | i |

Later entries:
| Structure | GIRK2 act |
| --- | --- |
| CCn1ccc2c(OCC(=O)NC3CCCC3)cccc2c1=O | i |
| Cc1noc(C2CN(C(=O)c3cccc(-n4cnnn4)c3)C2)n1 | i |
| COc1ccc(CC(=O)NCCCn2nc(-c3ccc(C)cc3)ccc2=O)cc1OC | i |
| COc1ccc(CCS(=O)(=O)NCc2ccsc2)cc1 | i |
| COc1ccc(/C=C/C(=O)NCC(O)c2ccc(C(F)(F)F)cc2)cc1OC (configuration not stated) | i |
| CC1C(=O)NCCN1C(=O)CCSc1ccc(Cl)cc1 (configuration not stated) | i |
| CN(Cc1ccccc1)c1nc2c(c(=O)[nH]c(=O)n2C)n1CC(=O)O | i |
| CCOC(=O)N1CCN(c2ncc(C(F)(F)F)cc2Cl)CC1 | i |
| Cc1cc(C)n(CCNC(=O)c2ccsc2)n1 | i |
| COc1cc(NCCNC(=O)Nc2ccc(F)c(Cl)c2)nc(OC)n1 | i |
| O=C(CCCn1nc(-c2ccco2)ccc1=O)NCc1ccccc1 | i |
| Cc1ccc(Nc2ccc(NC(=O)c3ccc4c(c3)OCO4)cc2)nn1 | i |
| Cc1ccc(-c2n[nH]n3c2nc(=O)c2ccc(C(=O)N4CCN(c5cc(C)ccc5C)CC4)cc23)cc1 | i |
| COc1cc(NC(=O)Cn2cnc3c(sc4cccc(Cl)c43)c2=O)cc(OC)c1OC | i |
| Nc1sc(SCC(=O)Nc2ccc3c(c2)OCO3)nc1-c1ccccc1 | i |
| O=C(NCC1(O)CCc2ccccc21)c1ccc(S(=O)(=O)N2CCCCC2)cc1 (configuration not stated) | i |
| O=S(=O)(NCC1(O)CCCC1)c1ccccc1Cl | i |
| Cc1onc(-c2ccccc2Cl)c1C(=O)NCC(O)(c1ccccc1)C(F)(F)F (configuration not stated) | i |
| COc1ccc(C(=O)Nc2cc3c4c(c2)CCC(=O)N4CCC3)cc1 | i |
| COc1ccc(-c2noc(CSc3nc4ccsc4c(=O)n3C)n2)cc1 | i |

In another format: entries from further up
Cc1noc(C2CN(C(=O)c3cccc(-n4cnnn4)c3)C2)n1
- GIRK2 act: i

COc1ccc(CC(=O)NCCCn2nc(-c3ccc(C)cc3)ccc2=O)cc1OC
- GIRK2 act: i

COc1ccc(CCS(=O)(=O)NCc2ccsc2)cc1
- GIRK2 act: i

COc1ccc(/C=C/C(=O)NCC(O)c2ccc(C(F)(F)F)cc2)cc1OC (configuration not stated)
- GIRK2 act: i

(more compounds)
| Structure | GIRK2 act |
| --- | --- |
| CNc1nn(CC(=O)Nc2ccc(C(C)=O)cc2)c(N)c1-c1nc(-c2ccc(C)cc2)no1 | i |
| c1ccc(CNc2ncnc3c2oc2ccccc23)nc1 | i |
| Cc1ccc(/C=C/S(=O)(=O)N2CCC(C(=O)NCc3nc(C)no3)CC2)cc1 | i |
| O=C(NCc1n[nH]c(=O)c2ccccc12)c1ccno1 | i |
| COc1ccc(CCNC(=O)Cc2cc(-c3cc4ccccc4o3)on2)cc1 | i |
| O=C(c1cccs1)N(Cc1ccccn1)Cc1ccco1 | i |
| COc1cccc(CNC(=O)c2csc(NS(=O)(=O)c3cccs3)n2)c1 | i |
| COc1ccccc1NC(=O)Cn1ccc2ccn(Cc3ccccc3)c2c1=O | i |
| CC(C)N(C(=O)/C=C/c1c(Cl)cccc1Cl)C(C)C | i |
| COc1ccc(Cl)cc1NC(=O)Cn1c(C)cc(C)c(-c2nc(-c3ccc(Cl)cc3)no2)c1=O | i |
| O=C(Cc1ccccc1)Nc1nnc(-c2ccc(Br)s2)o1 | i |
| COCCn1nnn(-c2ccc(NC(=O)NCc3cccc4ccccc34)cc2)c1=O | i |
| CC(C)(C)n1ncc2c(=O)n(CCC(=O)Nc3nccs3)cnc21 | i |
| COc1ccc(C(=O)Nc2nnc(-c3cc(C)n(C)n3)o2)cc1OC | i |
| O=C(c1cc(-c2ccccc2)on1)N1CCC(c2cccs2)CC1 | i |
| COc1ccc(NC(=O)COc2ccccc2C)cc1N1CCCC1=O | i |
| CCOC(=O)NCC#CCOc1cccc(C(F)(F)F)c1 | i |
| CCCCNC(=O)NC(C(=O)OC)C12CC3CC(CC(C3)C1)C2 (configuration not stated) | i |
| O=C(Cc1ccc(NS(=O)(=O)c2ccc3c(c2)CCCC3)cc1)NCc1cccs1 | i |
| CN(C)S(=O)(=O)c1ccc(C(=O)Nc2c3c(nn2CC(=O)NCC2CCCO2)CSC3)cc1 (configuration not stated) | i |

(listing goes on)
| Structure | GIRK2 act |
| --- | --- |
| Cc1nn(-c2ccccc2)c2sc(C(=O)NC(=S)NCc3cccnc3)cc12 | i |
| CCCc1cc(=O)n(CC(=O)N2c3ccccc3CC2C)cn1 (configuration not stated) | i |
| O=C(Cn1cnc(-c2ccccc2)cc1=O)NCc1cccs1 | i |
| COc1ccc(OCC(=O)NCC2CCN(C3CCCC3)CC2)cc1 | i |
| O=C(c1ccco1)N1CCC(c2ccsc2)CC1 | i |
| COc1ccc(NC(=O)CSc2nnc(-c3cccc(C)c3)n2N)cc1OC | i |
| O=C(NCCCn1nc(-c2cccnc2)ccc1=O)c1cccc(C(F)(F)F)c1 | i |
| NC(CCCC(=O)O)C(=O)O (configuration not stated) | i |
| CCOc1ccc(-c2cn(-c3ccc(F)cc3)c(=S)[nH]2)cc1 | i |
| O=C(CN(Cc1ccc(Cl)cc1)S(=O)(=O)c1cccnc1)Nc1ccc2c(c1)OCCCO2 | i |
| COc1ccc(-c2nn(-c3ccccc3)cc2/C=C(\C#N)c2nn(-c3ccccc3)c(N)c2C#N)cc1 | i |
| Cn1c(C(F)(F)F)nn(CCNC(=O)c2cnn(-c3ccccc3)n2)c1=O | i |
| Cc1cccc(NC(=O)NCCCn2nc(-c3ccncc3)ccc2=O)c1 | i |
| CC(C)C(=O)Nc1ccc(S(=O)(=O)Nc2ccc3c(c2)N(C(=O)C(C)(C)C)CC3)cc1 | i |
| Cc1ccc(C(=O)Nc2ccc3c(c2)CCCN3S(C)(=O)=O)cc1C | i |
| COc1ccc(C(=O)N2CCN(c3ccc(-c4ccc(Cl)cc4)nn3)CC2)c(OC)c1 | i |
| Cc1cccc(N2CCN(C(=O)c3cccc(N4C(=O)C(C)CS4(=O)=O)c3)CC2)c1C (configuration not stated) | i |
| O=C(CCCS(=O)(=O)c1ccccc1)Nc1cccc(-c2nc3ccccc3o2)c1 | i |
| Cc1ccc(NC(=O)C(=O)Nc2ccc(C(N)=O)cc2)cc1N1CCCCC1=O | i |
| CCOc1ccccc1NC(=O)Cc1c(C)nn(C2CCS(=O)(=O)C2)c1C (configuration not stated) | i |

Next section
| Structure | GIRK2 act |
| --- | --- |
| COc1ccc(C2(CNC(=O)C(=O)Nc3cc(C)cc(C)c3)CCCC2)cc1 | i |
| C#CCn1c(=NC(=O)c2c(C)cnn2C)sc2cc(C(=O)OC)ccc21 | i |
| COCC(=O)N1CCCc2ccc(NC(=O)Nc3cc(OC)c(OC)c(OC)c3)cc21 | i |
| O=C(CSc1ccc(NC(=O)c2cccs2)nn1)OCc1ccccc1 | i |
| CCOC(=O)c1c(SCC(=O)NCCc2ccc(OC)c(OC)c2)nc(=O)[nH]c1C | i |
| CCCC(=O)N1CCN(c2ncnc3c2nnn3-c2ccccc2)CC1 | i |
| Cc1nnc(NC(=O)CCc2csc(NS(=O)(=O)c3ccccc3)n2)s1 | i |
| Cc1ccc(NC(=O)C(=O)NCC(O)c2cccn2C)cc1F (configuration not stated) | i |
| Cc1cc(C)c2sc(N3CCN(C(=O)C4CCCCC4)CC3)nc2c1 | i |
| COc1ccc(OC)c(NC(=O)N2CCN(c3ccc(Nc4ccncc4)nn3)CC2)c1 | i |
| Cc1nc2ccc(NS(=O)(=O)c3ccc4c(c3)OCCO4)cc2c(=O)n1-c1ccccc1 | i |
| COc1cccc2sc(N3CCN(C(=O)c4cc(C)nn4C)CC3)nc12 | i |
| CCc1ccc(-c2noc(CN3C(=O)COc4cc(Cl)ccc43)n2)cc1 | i |
| O=C(NCCc1ccsc1)C(=O)NC1CC1 | i |
| COc1ccccc1CNC(=O)c1snc(C(=O)N2CCCC2)c1N | i |
| O=C(Nc1nnc(-c2ccc(Br)s2)o1)c1ccc(S(=O)(=O)N2CCOCC2)cc1 | i |
| O=C(NCC1CCN(C(=O)/C=C/c2ccco2)CC1)c1cc(-c2ccco2)on1 | i |
| COC(=O)c1ccc(C(=O)OC)c(NC(=O)Cc2cc(=O)oc3cc(C)ccc23)c1 | i |
| CC(C)(C)CC(=O)Nc1ccc(-n2nnn(CC(N)=O)c2=O)cc1 | i |
| Cc1ccc(Cn2c(CO)cnc2SCC(=O)N2CCCCC2)cc1 | i |

By substructure: those above with a cyano group (2)
| Structure | GIRK2 act |
| --- | --- |
| N#Cc1ccc(COCC2CCN(C(=O)c3ccc4ncsc4c3)CC2)cc1 | i |
| COc1ccc(-c2nn(-c3ccccc3)cc2/C=C(\C#N)c2nn(-c3ccccc3)c(N)c2C#N)cc1 | i |

Of the compounds above, these contain bromine.
| Structure | GIRK2 act |
| --- | --- |
| O=C(Cc1ccccc1)Nc1nnc(-c2ccc(Br)s2)o1 | i |
| O=C(Nc1nnc(-c2ccc(Br)s2)o1)c1ccc(S(=O)(=O)N2CCOCC2)cc1 | i |

Next entries
| Structure | GIRK2 act |
| --- | --- |
| CC(O)(CNC(=O)Nc1ccccc1)C1CC1 (configuration not stated) | i |
| CSc1cccc(NC(=O)NCCNc2cc(-n3cccn3)ncn2)c1 | i |
| CC(=O)N1CCN(C(=O)c2c(C(F)(F)F)nn(C(C)C)c2C)CC1 | i |
| Cn1nc(-c2ccccc2)cc1C(=O)N1CCN(C(=O)C2CC2c2cccs2)CC1 (configuration not stated) | i |
| O=C(Cc1ccc(NS(=O)(=O)c2ccc(F)c(Cl)c2)cc1)N1CCOCC1 | i |
| COc1ccccc1-c1noc(C2CN(S(=O)(=O)c3ccc(C)cc3C)C2)n1 | i |
| COc1ccccc1CNC(=O)Cc1nnc(-c2ccccc2)o1 | i |
| CC(C)Sc1ccc(C(=O)Nc2ncnc3sccc23)cc1 | i |
| COc1cc(NC(=O)NCc2nn(C)c(=O)c3ccccc23)cc(OC)c1OC | i |
| CS(=O)(=O)N1CCC(CNC(=O)CSCc2ccccc2)CC1 | i |
| O=C(NCCCc1ccccc1)C(=O)Nc1ccc(Cl)c(N2CCCS2(=O)=O)c1 | i |
| COc1cccc(C(CNC(=O)C(=O)NCc2ccc(C)cc2)N2CCOCC2)c1 (configuration not stated) | i |
| O=C(CCC(=O)OCCc1ccccc1)Nc1ccc(S(=O)(=O)Nc2nccs2)cc1 | i |
| O=C(Nc1ccccc1NC(=O)C1CC(=O)N(c2ccc(F)cc2)C1)c1ccccn1 (configuration not stated) | i |
| CC(C)OCCCNC(=O)C1CCC(Cn2c(=S)[nH]c3ccccc3c2=O)CC1 (configuration not stated) | i |
| Cc1ccc(Cn2c(CO)cnc2SCC(N)=O)cc1 | i |
| Cc1cc(NC(=O)C2CCCN(S(=O)(=O)c3ccc(Cl)cc3)C2)n(C)n1 (configuration not stated) | i |
| CCNC(=O)Cc1cc(=O)oc2cc(OC)ccc12 | i |
| COc1ccc(Cl)cc1NC(=O)NCC#CCN1CCc2ccccc2C1 | i |
| O=C(/C=C\c1ccccc1)NNC(=O)c1cccn(Cc2ccc(F)cc2)c1=O | i |

More records follow:
| Structure | GIRK2 act |
| --- | --- |
| O=C(CCn1c(=O)oc2ccc(Cl)cc21)Nc1ccc2c(c1)OCCO2 | i |
| Cc1cc(C(=O)N2CCN(C)CC2)nn1CC(=O)NCc1ccc(F)cc1 | i |
| O=C(c1cc2cccnc2n(Cc2ccc(F)cc2)c1=O)N1CCN(Cc2ccccc2)CC1 | i |
| COc1cccc(C(=O)Nc2nnc(CS(=O)(=O)c3ccccc3)o2)c1OC | i |
| Cc1ccnc(OCC(=O)N2CCN(c3cc(N4CCCC4)nc(C)n3)CC2)n1 | i |
| COc1ccc(S(=O)(=O)NCC(c2ccc(F)cc2)N2CCN(C)CC2)cc1C (configuration not stated) | i |
| O=C(c1ccc(N2CCCC2)nn1)N1CCN(S(=O)(=O)C2CC2)CC1 | i |
| COc1ccc(C(=O)Nc2ccc3c(c2)N(C(=O)c2ccco2)CC3)c(OC)c1 | i |
| Cc1cc(NC(=O)Cn2nc(-c3ccc(Cl)cc3)ccc2=O)no1 | i |

Bioassay records from PubChem BioAssay.
